# TPT1 inh – Candida albicans TPT1 enzyme inhibitors, primary screen, biochemical, fluorescence polarization; tRNA 2'-phosphotransferase TPT1 (Candida albicans SC5314); recombinant caTPT1, FP RNA substrate dephosphorylation; inhibition, % at 5 µM; 0.81% of 300,000 active;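 active = inhibition above the mean of all tested compounds plus 3 SD, set per screening campaign, cut at about 24% in these data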;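 also: plate controls were DMSO alone for no effect and ferristatin control at 100 nM for full effect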
# procasp7 counter – procaspase-7 activators, primary screen, counter-screen for procaspase-3 activator project, biochemical, absorbance, HTS, human | Caspase-7 (Homo sapiens), P55210 | recombinant procaspase-7, Ac-DEVD-pNA absorbance 405 nm; D23A/D198A/D206A triple mutant, cannot self-cleave; scale: DMSO 0, 5 µM enzyme 100 | activation, % at 8.5 µM | 0.093% of 330,000 active;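 active = percent activation above the screen-wide mean plus 3 SD, cut at about 25% in these data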
# Target sequence (P55210 whole entry D23A/D198A/D206A): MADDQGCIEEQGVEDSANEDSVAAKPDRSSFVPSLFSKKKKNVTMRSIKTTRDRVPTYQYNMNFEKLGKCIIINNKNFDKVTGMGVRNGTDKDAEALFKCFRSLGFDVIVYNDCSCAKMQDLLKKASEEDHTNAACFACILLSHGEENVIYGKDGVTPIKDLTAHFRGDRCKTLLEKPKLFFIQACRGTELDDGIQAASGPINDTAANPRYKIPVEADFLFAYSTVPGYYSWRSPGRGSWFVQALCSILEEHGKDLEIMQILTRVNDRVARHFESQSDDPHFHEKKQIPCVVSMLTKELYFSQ
#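 Assay system – Uncleavable procaspase-7 mutant enzyme · Quantity – 2 µM procaspase-7 mutant as dispensed · Times – 1 h preincubation, 2 h reaction · Dosing – single nominal 8.5 µM compound dose, 0.8% DMSO final · Buffer or medium – Zinc-free 50 mM HEPES buffer, pH 7.4, with NaCl and Triton X-100 · Detection – Epi-absorbance of released pNA at 405 nm, two timepoints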
# PP1 inh – PP1-alpha phosphatase inhibitors, primary screen, counter-screen for PP5 inhibitor project, biochemical, fluorescence, OMFP substrate, single point; Serine/threonine-protein phosphatase PP1-alpha catalytic subunit (Homo sapiens), P62136; purified PP1alpha; inhibition, % at 6.7 µM; 0.9% of 320,000 active; AID 2235, 2010;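 active = inhibition above the mean inhibition of all tested compounds plus 3 SD, computed separately for each screening campaign, cut at about 15% in these data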
# JMJD2C inh – inhibitors of GASC-1 histone demethylase, primary screen, biochemical, fluorescence, DELFIA europium | Lysine-specific demethylase 4C (Homo sapiens), Q9H3R0 | GST-JMJD2C(1-420) H3K9me3 demethylation | inhibition, % at 2.35 µM | 0.069% of 330,000 active;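 active = more than half of a compound's replicate wells show inhibition beyond 50%, single wells judged on their own value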;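 also: signal counts dimethyl H3K9 product captured on neutravidin plate; 0% = median of DMSO wells and 100% = 0.3 times that DMSO median; strong numbers were not always called active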
# Target sequence (Q9H3R0 1-420 limits assumed): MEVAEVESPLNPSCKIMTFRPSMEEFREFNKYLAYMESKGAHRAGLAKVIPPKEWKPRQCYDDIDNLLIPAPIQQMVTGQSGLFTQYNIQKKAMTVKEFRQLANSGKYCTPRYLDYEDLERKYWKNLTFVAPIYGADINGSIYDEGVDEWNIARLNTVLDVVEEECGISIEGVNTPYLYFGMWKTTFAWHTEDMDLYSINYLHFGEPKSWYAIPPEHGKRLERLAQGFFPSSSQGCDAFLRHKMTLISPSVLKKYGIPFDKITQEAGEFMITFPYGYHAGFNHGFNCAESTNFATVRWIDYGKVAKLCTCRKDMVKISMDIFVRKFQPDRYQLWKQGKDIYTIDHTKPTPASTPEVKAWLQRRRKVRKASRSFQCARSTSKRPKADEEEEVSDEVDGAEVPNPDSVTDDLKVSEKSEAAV
# Efflux pump mplx – inhibitors of Candida efflux pumps in yeast, primary screen, S. cerevisiae, Nile Red, multiplex. AID 485275, 2010. 0.44% of 330,000 active. inhibition, % at 10 µM. S. cerevisiae Candida pump triplex;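 active = plate passing quality check with inhibition over a set limit, or well fluorescence over plate mean plus 4 SD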;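 also: Nile Red retained in pooled yeast measured as flow cytometry median fluorescence; 0% = buffer negative control and 100% = Enniatin B positive control; higher means more Nile Red kept so more efflux inhibition; some compounds called inactive have numbers as strong as hits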
# procasp3 activ – activators of human procaspase-3 D3A mutant, primary screen, biochemical, absorbance, PC-3 D3A mutant, single concentration; AID 463141, 2010; 0.11% of 330,000 active; recombinant procaspase-3 D3A, Ac-DEVD-pNA absorbance 405 nm; Caspase-3 (Homo sapiens), P42574; activation, % at 8.5 µM;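 active = activation above the mean of all tested compounds plus 3 SD, cut at about 21% in these data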;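 also: 0% = DMSO alone and 100% = DMSO wells spiked with extra 5 µM PC-3 D3A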
#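 Assay system: Procaspase-3 D3A mutant, all three cleavage aspartates alanine. Buffer or medium: Zinc-free HEPES saline buffer with Triton X-100. Times: 1 h compound preincubation, 2 h substrate hydrolysis at 25 °C. Measured by: 405 nm absorbance of p-nitroaniline, reads at 0 and 120 min. Read-out basis: percent activation relative to control range. Replicates: singlicate.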
# CTSL1 counter – Fasciola hepatica cathepsin L1 inhibitors, primary screen, counter-screen for PFM18AAP inhibitor project, biochemical, QFRET, fluorogenic peptide substrate | inhibition, % at 5.96 µM | recombinant F. hepatica cathepsin L1, Z-Leu-Arg-MCA fluorescence | 0.49% of 300,000 active;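 active = inhibition above the mean of all tested compounds plus 3 SD, set per screening campaign, cut at about 17% in these data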;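 also: 0% = plate median of test compound wells and 100% = 1 µM Z-Phe-Ala-diazomethylketone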
# core dimer inh – inhibitors of HCV core protein dimerization, primary screen, biochemical, TR-FRET, high-throughput; TR-FRET GST/Flag-core106 dimerization, 1536-well; inhibition, % at 5 µM; 0.33% of 300,000 active;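 active = inhibition above the mean of all tested compounds plus 3 SD, set per screening campaign, cut at about 45% in these data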
#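 Material: Tagged HCV core106 pair (GST and Flag) | Amount: GST-core106 13.5 nM, Flag-core106 17 nM | Medium: KF-containing HEPES buffer, pH 7.45, DTT, CHAPS, BSA | Reagent: Eu donor and XL665 acceptor anti-tag antibodies | Schedule: 4 h at 22.5 °C | Technique: Time-resolved FRET, ex 340 nm, em 617 and 671 nm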
# PP5 primary – PP5 phosphatase inhibitors, primary screen, biochemical, fluorescence; Serine/threonine-protein phosphatase 5 (Homo sapiens), P53041; purified PP5c, OMFP substrate fluorescence; inhibition, % at 6.7 µM; 0.18% of 320,000 active;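 active = inhibition above the campaign's mean inhibition across all tested compounds plus 3 SD, cut at about 9.5% in these data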;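 also: 0% = DMSO only and 100% = 100 µM cantharidin control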
# Active calls of the source: *; nt = no result given. No enrichment for hits (roughly 2.9% active in at least one column).
SMILES,TPT1 inh,procasp7 counter,PP1 inh,JMJD2C inh,Efflux pump mplx,procasp3 activ,CTSL1 counter,core dimer inh,PP5 primary
S=C(Nc1cccc(Cl)c1)N1CCN(Cc2ccccc2)CC1,0,-6,-2,-28,-0.1,-8,2,1,-2.4
O=C(NCc1cccs1)c1ccc2c(c1)ncn2C1CCCC1,-1,-9,-1,7,0.0,-8,-2,-4,2.7
CCOc1ccc(-c2nnn(CC#N)n2)cc1OC,1,0,0,17,0.0,-8,4,-5,0.9
O=S(=O)(NC1CCCCC1N1CCOCC1)c1ccc(Cl)cc1 (configuration not stated),-6,-2,-1,-1,-0.2,-9,-3,0,2.1
O=C1NC(=Nc2ccccc2)S/C1=C\C=C\c1ccco1,24*,-13,8,6,-0.2,-18,3,21,-1.8
Nc1ccc2c(c1)COc1ccccc1O2,-4,5,-1,5,0.2,-7,-2,-3,2.3
Cc1cc(C(=O)Nc2ccccc2C(=O)O)c(C)o1,-3,8,3,-4,0.0,-2,2,6,0.2
Cc1ccc(NP(=O)(c2ccc(N(C)C)cc2NC(=O)c2cccs2)N2CCOCC2)cc1Cl (configuration not stated),-2,7,-1,-13,0.0,1,0,2,1.0
CCOC(=O)C1CCCN(S(=O)(=O)c2ccc(OC)cc2)C1 (configuration not stated),1,-1,-4,-1,0.4,0,0,-1,2.3
CC(C)N(C(=O)CSc1nn2c(=O)c(C(C)(C)C)nnc2s1)c1ccccc1,-7,13,1,9,0.0,-3,6,1,4.7
COc1ccc(C(=O)NC2CCSc3ccccc32)cc1F (configuration not stated),3,-4,-1,1,0.1,0,2,8,1.9
Cc1ccc(S(=O)(=O)N2CCCC(C(=O)NCCc3ccccc3)C2)cc1 (configuration not stated),2,-9,0,-4,-0.4,4,4,-21,-0.7
Cc1cc2c(c(C)c1CCO[C@@H]1O[C@H](CO)[C@@H](O)[C@H](O)[C@H]1O)C(=O)[C@@H](C)[C@@H]2O,nt,-3,nt,28,0.0,-10,nt,nt,nt
COc1ccc(OC)c(CN2CCN(C(=O)CCC(=O)c3cccs3)CC2)c1,1,13,-3,-2,-0.1,2,-4,6,-1.1
CC(C)(C)Nc1c(-c2ccc(O)cc2)nc2ccc(Cl)cn12,0,4,-3,-2,0.2,11,-2,3,1.2
Cc1cccc(NC(=O)CC2S/C(=N/c3nccs3)N(C)C2=O)c1 (configuration not stated),3,3,-4,-33,0.1,-3,-4,-6,-0.7
O=C(NC12CC3CC(CC(C3)C1)C2)c1ccc(S(=O)(=O)N2CCOCC2)cc1,-1,5,3,-8,0.0,-2,0,-1,-0.3
Cc1ccc(-c2nnc3ccc(SC(C)C(=O)O)nn23)cc1 (configuration not stated),0,-14,-4,-4,0.0,-14,2,-1,2.2
CCN(CC)C(C(=O)Nc1ccc2c(c1)OCO2)c1ccccc1 (configuration not stated),-2,1,-1,-3,-0.1,2,2,-2,-2.1
COc1cccc(OC(C)c2ccnc3nc(/N=C/N(C)C)nn23)c1 (configuration not stated),0,-1,-5,30,0.4,-9,3,0,3.8
CCCCOC(=O)C1=C(C)Nc2nnnn2C1c1ccc(OC)c(OC)c1OC (configuration not stated),0,6,4,-3,-0.2,2,0,0,2.7
CCOc1ccc(CN(C)CC(=O)NNC(=O)c2ccc(Cl)cc2)cc1OC,-1,-6,-1,-6,-0.1,-3,-1,0,-0.8
CC(=O)Nc1cc[n+](C(C)C(=O)c2ccc(Br)cc2)cc1 (configuration not stated),5,7,-2,9,0.0,-2,1,5,-4.6
COc1ccc(C(=O)n2nc(C#N)c(C#N)c2N)cc1,-3,4,7,8,-0.1,2,1,-1,-0.5
Cc1ccc(C#N)c(SCc2ccccc2[N+](=O)[O-])n1,-4,-4,0,3,0.0,-4,1,-13,1.3
O=C(O)CCCn1ccc2cc(S(=O)(=O)N3CCCC3)ccc21,0,3,1,-21,-0.1,-10,-2,2,3.6
O=C(Nc1ccccc1C(=O)N/N=C/c1ccncc1)c1ccccc1,1,2,-3,4,0.1,4,-1,7,3.2
O=C(c1cc(Cl)nc2ccccc12)N(Cc1nnc(-c2ccccc2Cl)o1)C1CC1,0,-2,4,-5,-2.8,3,1,10,2.6
COc1ccccc1/C=N/NC(=O)c1c(-c2ccccc2)noc1C,-3,-7,-2,21,-0.2,2,3,-8,1.4
COCc1cc(C)n(CC(=O)Nc2c(C)cccc2C)c(=O)c1C#N,-4,22,0,-1,-0.1,5,1,6,-2.9
COc1ccc(CCn2c(C(C)C)nc3oc4ccccc4c(=O)c3c2=O)cc1,3,-2,-1,-4,0.1,1,2,5,1.6
C/C(=N\n1cnnc1)c1ccccc1,-2,5,-3,-3,-0.1,10,4,-1,-0.3
COCCNCC(=O)N1c2ccccc2Sc2ccccc21,2,-7,0,-1,-0.2,0,-1,6,0.0
CCOC(=O)N1CCN(CC(O)COCc2ccccc2)CC1 (configuration not stated),-1,5,0,-4,0.0,-7,-2,-1,2.2
CCOC(=O)c1ccc(NC(=O)CSc2n[nH]c(-c3ccncc3)n2)cc1,-4,8,-4,-12,0.0,-7,-1,1,-0.2
COc1cc2cc(C(c3nnnn3C(C)(C)C)N3CCc4ccccc4C3)c(=O)[nH]c2cc1OC (configuration not stated),6,0,8,1,-0.1,4,4,0,0.7
COc1ccc(Nc2cccc(Cl)c2)c(C(=O)O)c1,-4,-6,-3,38,-0.1,-2,0,-12,-1.0
O=C(CN1C(=O)C2CC=CCC2C1=O)Nc1nccs1 (configuration not stated),1,6,-3,-18,0.1,-3,0,0,-1.3
Cc1ccc(OCc2nc(-c3ccc(-n4cccc4)cc3)no2)cc1C,-2,-1,0,-5,0.1,5,-5,1,-1.4
O=C(C[C@H]1C/C=C\C[C@H](NC(=O)OCC2c3ccccc3-c3ccccc32)C(=O)OC[C@H](Cc2ccccc2)NC1=O)N[C@H](CO)Cc1ccccc1,nt,1,nt,-3,0.0,6,nt,nt,nt

# 3 records picked at random from those above, as already listed:
SMILES,TPT1 inh,procasp7 counter,PP1 inh,JMJD2C inh,Efflux pump mplx,procasp3 activ,CTSL1 counter,core dimer inh,PP5 primary
COc1cc2cc(C(c3nnnn3C(C)(C)C)N3CCc4ccccc4C3)c(=O)[nH]c2cc1OC (configuration not stated),6,0,8,1,-0.1,4,4,0,0.7
COCc1cc(C)n(CC(=O)Nc2c(C)cccc2C)c(=O)c1C#N,-4,22,0,-1,-0.1,5,1,6,-2.9
Cc1ccc(OCc2nc(-c3ccc(-n4cccc4)cc3)no2)cc1C,-2,-1,0,-5,0.1,5,-5,1,-1.4

# The main list resumes; the 3 compounds before the break are reprinted first.
SMILES,TPT1 inh,procasp7 counter,PP1 inh,JMJD2C inh,Efflux pump mplx,procasp3 activ,CTSL1 counter,core dimer inh,PP5 primary
O=C(CN1C(=O)C2CC=CCC2C1=O)Nc1nccs1 (configuration not stated),1,6,-3,-18,0.1,-3,0,0,-1.3
Cc1ccc(OCc2nc(-c3ccc(-n4cccc4)cc3)no2)cc1C,-2,-1,0,-5,0.1,5,-5,1,-1.4
O=C(C[C@H]1C/C=C\C[C@H](NC(=O)OCC2c3ccccc3-c3ccccc32)C(=O)OC[C@H](Cc2ccccc2)NC1=O)N[C@H](CO)Cc1ccccc1,nt,1,nt,-3,0.0,6,nt,nt,nt
CCCCCn1ccc(=N)cc1,-3,5,3,-10,0.0,10,0,-5,1.4
Cc1nnn(C23CC4CC(CC(CC(=O)Nc5cccc(F)c5)(C4)C2)C3)n1,0,-5,-5,-1,0.0,3,-2,0,2.1
CC(=O)Nc1ccc(Nc2c3c4c(cccc4n(C)c2=O)C(=O)c2ccccc2-3)cc1,-73,-3,4,8,-0.3,-2,5,-26,3.2
O=C(NC1CCCC1)c1ccc(CS(=O)(=O)Cc2ccccc2F)o1,-2,1,-3,1,-0.2,-1,2,2,-1.5
